Assay outcomes as filed in PubChem.
MsrA inh: inhibits bovine methionine sulfoxide reductase A; purified bovine MsrA, absorbance read-out; inhibition, % at 15.5 µM; 360,000 compounds, 0.75% hits; AID 651718; in the data active = inhibition above about 4.5%;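 also: 0% = vehicle wells with enzyme and 100% = reference inhibitor wells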
TbMetRS inhib: Trypanosoma brucei MetRS inhibition. AID 624268. 360,000 compounds, 0.4% hits. inhibition, % at 11.9 µM. purified T. brucei MetRS, ATP depletion, Kinase-Glo luminescence;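 active = inhibition above a per-plate cutoff of the control wells' mean inhibition plus 3 SD, cut at about 5.5% in these data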;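 also: 0% = DMSO wells median and 100% = median of wells with control inhibitor compound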
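Test system – parasite MetRS enzyme · Reagent – substrates ATP, L-methionine and bulk Escherichia coli tRNA · Doses – 11.9 µM compound single dose, 0.9% DMSO · Times – 15 min enzyme-compound preincubation, 2 h reaction, 10 min detection, 25 °C · Signal – Kinase-Glo luminescence, ATP depletion format · Controls – DMSO-only wells as low control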
MLLE-PAM2 inh: inhibitors of microRNA-mediated deadenylation, human PABP1 MLLE binding. 360,000 compounds, 0.36% hits. GST-MLLE / FITC-PAM2 fluorescence polarization. AID 588489. inhibition, % at 20 µM; in the data active = inhibition above about 35%, passing the limit was not always enough;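 also: plate controls were DMSO wells with GST-MLLE for no effect and wells lacking GST-MLLE protein for full effect; some results filed as inactive read as strong as hits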
E coli Lon inh: inhibitors of E. coli Lon protease | P0A9M0 | purified E. coli Lon protease, fluorescence polarization | inhibition, % at 7.94 µM | 360,000 compounds, 0.42% hits | AID 602123; in the data active = inhibition above about 13%, passing the limit was not always enough;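 also: 0% = enzyme with probe and DMSO and 100% = no enzyme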
FAS-TE inh: inhibitors of human fatty acid synthase thioesterase domain. P49327. recombinant FAS-TE, OMFH fluorogenic substrate, fluorescence endpoint. inhibition, % at 15 µM. 360,000 compounds, 0.67% hits. AID 602261;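 active = compounds whose normalised, plate-corrected inhibition of enzyme fluorescence in the single-dose primary screen is 50% or more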;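 also: 0% = DMSO with enzyme and 100% = substrate without enzyme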
Target sequence (P49327 whole entry, looked up, the tested form may be a part): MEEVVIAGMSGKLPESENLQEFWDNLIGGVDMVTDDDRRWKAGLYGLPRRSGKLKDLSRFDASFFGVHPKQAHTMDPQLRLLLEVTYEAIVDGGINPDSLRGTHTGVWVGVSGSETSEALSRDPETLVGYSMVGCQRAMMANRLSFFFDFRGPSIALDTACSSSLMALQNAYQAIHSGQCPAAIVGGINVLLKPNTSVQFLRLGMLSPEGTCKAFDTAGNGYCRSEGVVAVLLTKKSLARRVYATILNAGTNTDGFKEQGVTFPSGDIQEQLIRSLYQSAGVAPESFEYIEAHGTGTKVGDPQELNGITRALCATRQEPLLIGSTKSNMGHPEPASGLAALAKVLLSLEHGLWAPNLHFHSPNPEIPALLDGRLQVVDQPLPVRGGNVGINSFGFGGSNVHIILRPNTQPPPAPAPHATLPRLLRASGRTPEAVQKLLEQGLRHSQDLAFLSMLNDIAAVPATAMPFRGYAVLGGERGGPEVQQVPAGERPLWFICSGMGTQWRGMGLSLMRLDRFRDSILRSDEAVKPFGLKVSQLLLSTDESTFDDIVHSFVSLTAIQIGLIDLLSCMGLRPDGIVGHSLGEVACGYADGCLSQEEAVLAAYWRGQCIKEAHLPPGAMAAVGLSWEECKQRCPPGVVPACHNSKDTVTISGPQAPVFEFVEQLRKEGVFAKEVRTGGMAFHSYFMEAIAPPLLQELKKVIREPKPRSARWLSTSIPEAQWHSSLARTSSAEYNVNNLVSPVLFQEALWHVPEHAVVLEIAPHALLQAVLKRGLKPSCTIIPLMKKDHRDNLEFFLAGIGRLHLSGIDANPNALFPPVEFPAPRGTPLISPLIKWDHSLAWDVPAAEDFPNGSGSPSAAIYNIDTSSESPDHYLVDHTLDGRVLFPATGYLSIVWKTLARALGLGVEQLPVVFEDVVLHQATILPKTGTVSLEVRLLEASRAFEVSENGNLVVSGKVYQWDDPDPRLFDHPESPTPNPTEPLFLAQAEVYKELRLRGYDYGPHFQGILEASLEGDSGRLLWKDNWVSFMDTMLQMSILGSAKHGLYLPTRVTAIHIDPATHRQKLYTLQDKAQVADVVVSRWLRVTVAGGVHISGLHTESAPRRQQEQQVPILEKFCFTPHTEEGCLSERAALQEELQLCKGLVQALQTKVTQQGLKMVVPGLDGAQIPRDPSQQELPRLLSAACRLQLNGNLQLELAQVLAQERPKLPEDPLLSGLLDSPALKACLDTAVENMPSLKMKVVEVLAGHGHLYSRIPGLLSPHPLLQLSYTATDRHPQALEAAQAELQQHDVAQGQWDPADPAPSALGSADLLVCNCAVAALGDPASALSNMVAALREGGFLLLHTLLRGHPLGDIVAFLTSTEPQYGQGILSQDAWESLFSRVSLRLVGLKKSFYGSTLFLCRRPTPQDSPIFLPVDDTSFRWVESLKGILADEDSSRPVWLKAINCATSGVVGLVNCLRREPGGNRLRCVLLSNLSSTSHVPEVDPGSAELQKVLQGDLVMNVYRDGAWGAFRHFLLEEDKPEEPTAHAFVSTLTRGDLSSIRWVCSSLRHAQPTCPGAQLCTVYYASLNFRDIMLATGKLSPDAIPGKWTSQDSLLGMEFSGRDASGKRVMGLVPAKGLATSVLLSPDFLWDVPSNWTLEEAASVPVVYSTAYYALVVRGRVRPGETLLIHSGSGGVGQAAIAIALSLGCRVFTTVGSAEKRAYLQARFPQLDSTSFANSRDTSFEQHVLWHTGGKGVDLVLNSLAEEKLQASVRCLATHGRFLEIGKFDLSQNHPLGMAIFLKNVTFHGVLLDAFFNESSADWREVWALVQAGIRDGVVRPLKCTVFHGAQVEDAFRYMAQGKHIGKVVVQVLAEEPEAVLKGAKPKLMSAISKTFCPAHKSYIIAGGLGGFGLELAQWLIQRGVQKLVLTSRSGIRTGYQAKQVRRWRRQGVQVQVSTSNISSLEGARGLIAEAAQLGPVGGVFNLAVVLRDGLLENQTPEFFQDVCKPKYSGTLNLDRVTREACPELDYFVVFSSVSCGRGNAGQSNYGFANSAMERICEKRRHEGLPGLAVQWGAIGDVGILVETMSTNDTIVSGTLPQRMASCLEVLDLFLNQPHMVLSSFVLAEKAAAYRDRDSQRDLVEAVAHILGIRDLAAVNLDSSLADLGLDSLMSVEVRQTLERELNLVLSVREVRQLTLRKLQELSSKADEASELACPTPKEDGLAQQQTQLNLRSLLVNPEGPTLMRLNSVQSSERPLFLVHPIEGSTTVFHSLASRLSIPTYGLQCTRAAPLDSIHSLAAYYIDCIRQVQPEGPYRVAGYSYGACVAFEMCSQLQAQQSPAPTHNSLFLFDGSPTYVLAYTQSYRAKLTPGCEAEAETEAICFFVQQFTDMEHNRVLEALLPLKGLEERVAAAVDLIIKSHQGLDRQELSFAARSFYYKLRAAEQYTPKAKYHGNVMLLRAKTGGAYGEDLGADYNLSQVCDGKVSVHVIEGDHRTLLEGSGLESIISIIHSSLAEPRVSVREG
bovine MsrA act: activates bovine MsrA enzyme; purified bovine MsrA, absorbance read-out; activation, % at 10.6 µM; 360,000 compounds, 0.3% hits; in the data active = activation above about 7.5%;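 also: 0% = vehicle and 100% = reference activator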
CendR NRP1 mod: NRP-1/CendR interaction modulation | O14786 | 360,000 compounds, 0.85% hits | FAM-RPARPAR peptide binding to NRP-1, fluorescence polarization | inhibition, % at 25 µM | AID 602438;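 active = inhibition or corrected inhibition above about 18%, plus a signal ratio from 0.5 to 1.5, limit read from the data, passing the limit was not always enough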; also: strong numbers were not always called active
SKN-1 inh: blocks SKN-1 activity in C. elegans; C. elegans VP596 Pgst-4::GFP/RFP ratio, acrylamide-induced, 24 h; inhibition, % at 21.8 µM; 360,000 compounds, 0.49% hits;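 active = interference check ratio from 0.5 to 1.5 plus GFP to RFP signal ratio inhibition reaching or exceeding a fixed threshold, cut at about 30% in these data, passing the limit was not always enough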; also: some compounds called inactive have numbers as strong as hits
MT1-MMP act inh: inhibitors of human MT1-MMP activation; GFP/RFP ratio change, % at 20 µM; HT1080 RFP-PRO-GFP cells, GFP/RFP ratio fluorescence, overnight; percent of plate control window, DMSO zero; 360,000 compounds, 0.061% hits; AID 651647;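 active = GFP/RFP ratio change of at least 30% with cell ATP level not reduced by more than half and red fluorescence within 50% of control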; also: strong numbers were not always called active
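Test system: HT1080 cells expressing an RFP-PRO-GFP fluorescent reporter construct / Compound dosing: single-point 20 µM compound, 1% DMSO / Schedule: cells overnight before dosing, compound overnight, 37 °C, 5% CO2 / Evaluation: GFP/RFP fluorescence ratio / Control set: DMSO and RFP-L50D-GFP cell wells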
Starred values were filed as active, the others as inactive; . = no result given.

SMILES	MsrA inh	TbMetRS inhib	MLLE-PAM2 inh	E coli Lon inh	FAS-TE inh	bovine MsrA act	CendR NRP1 mod	SKN-1 inh	MT1-MMP act inh
CN1CCN(CCCCC(=O)c2ccccc2)CC1	1.0	-0.5	3.1	7.0	-1.1	-1.5	5.8	-11.3	0.3
Cn1c(O)c(N=NC(=N)N)c2ccccc21	2.3	-1.5	-4.4	2.7	-4.8	-16.6	2.5	-4.3	-1.2
CN(C)CCCN(C(=O)c1ccc2c(c1)OCCO2)c1nc2ccc(Cl)cc2s1	-1.0	-0.6	-9.8	7.7	5.0	-4.2	-11.4	2.7	-5.6
COc1cccc(NC(=S)N(CCc2c(C)[nH]c3ccccc23)Cc2ccco2)c1	0.6	-0.1	-56.0	1.9	28.8	1.0	-12.1	-11.1	0.9
COC(=O)c1ccc(-c2ccc(CNCC(O)c3ccccc3)o2)cc1 (stereo unspecified)	-0.7	0.5	-10.1	2.0	-5.8	-0.1	-3.8	-11.5	-9.4
CCCCN(C(=O)C1=COCCO1)c1c(N)n(CCC)c(=O)[nH]c1=O	-1.1	-0.3	8.5	-1.1	-4.0	-1.3	-6.1	1.6	-2.5
C=CCn1c(N)c(C(=O)Nc2ccccc2)c2nc3ccccc3nc21	0.1	0.5	16.7	-10.3	17.0	1.4	2.6	12.3	-13.0
Cc1c(NC(=O)CCCN2C(=O)c3cccc4cccc(c34)C2=O)c(=O)n(-c2ccccc2)n1C	2.4	0.1	-4.2	-4.2	-4.1	-5.1	9.0	-2.6	-2.9
CCN(CC)C(=O)CN1CCN(c2ccccc2F)CC1	-0.6	0.1	9.8	0.2	-8.1	-1.8	-12.6	11.7	4.8
CCc1nnc(NC(=O)C2COc3ccccc3O2)s1 (stereo unspecified)	-1.1	-1.2	7.2	-1.0	-8.1	-5.7	-6.9	-20.4	2.5
COCC(C)NC(=O)c1cccc(Cl)c1 (stereo unspecified)	1.8	-0.1	-0.8	-5.0	-6.6	-3.2	8.0	-5.8	0.7
CC(C)c1ccc(N(CC(=O)NCC2CCCO2)C(=O)Cn2nnc(-c3cccs3)n2)cc1 (stereo unspecified)	-1.0	-0.4	0.2	-3.7	9.3	-1.8	5.1	-6.2	-3.9
COc1ccc(NC(=O)/C(Cl)=C(/Cl)S(=O)Cc2ccc(C)cc2)cn1 (stereo unspecified)	.	-1.4	-61.6	-3.5	53.3*	-4.4	-7.2	-1.8	-11.3
O=S(=O)(c1ccccc1)N1CCN(Cc2c(O)ccc3ccccc23)CC1	0.4	-0.2	27.9	5.0	33.5	-0.1	0.9	-1.2	-3.0
O=C(CSc1nc2ncc(Cl)cc2[nH]1)N1CCC(Cc2ccccc2)CC1	0.0	-0.5	-45.7	1.1	3.6	-9.8	-8.9	-24.1	-1.9
COc1ccc(-c2ccnc(SCC(=O)N3CCOCC3)n2)cc1	2.0	-0.2	16.5	2.6	-5.8	-3.3	-5.2	10.2	3.6
CC1CCCN(C(=O)CNS(=O)(=O)c2cccs2)C1 (stereo unspecified)	-0.7	-0.8	-5.8	-3.2	-0.6	-0.5	8.4	6.8	-1.9
COc1ccc(NC(=O)c2cc(S(=O)(=O)N3CCOCC3)cs2)cc1	-0.3	0.4	4.9	4.6	-4.2	-2.7	6.4	6.5	2.6
Cc1ccc(NC(=O)C(c2ccccc2)N(C)C)cc1Cl (stereo unspecified)	.	-0.6	11.8	2.2	3.9	-4.7	8.8	-3.8	-0.6
COC(=O)c1cc(=O)n(CCc2ccccc2F)c(=Nc2ccc(F)c(Cl)c2)s1	0.6	3.9	6.1	5.3	20.2	-1.2	7.7	-6.7	-12.7
COc1ccc2[nH]c(=O)c(CN(CCc3ccccc3)Cc3nnnn3CC3CCCO3)cc2c1 (stereo unspecified)	1.6	0.3	3.4	-5.8	-4.3	-0.8	-1.1	0.3	1.2
COc1cc(/C=N/NC(=O)c2cc(-c3ccco3)nc3ccccc23)cc(OC)c1O	4.7*	0.0	-10.7	-4.4	-0.9	-7.3	0.7	5.6	1.8
CN(Cc1ccccc1)C(=O)c1ccc2c(c1)OCCO2	0.2	0.6	-3.2	-10.6	-2.9	-1.0	-2.4	0.7	4.6
COc1ccc(C)cc1S(=O)(=O)Nc1ccc(F)c(Cl)c1	0.4	0.1	17.6	-5.4	12.8	0.1	16.8	7.0	3.1
O=C(c1ccco1)N1CCCSC1=Nc1ccccc1	0.0	1.1	-15.8	2.0	-10.2	-1.7	-15.8	18.3	6.2

Part of the list above, reduced to MsrA inh, MT1-MMP act inh and FAS-TE inh:
mol | MsrA inh | MT1-MMP act inh | FAS-TE inh
COc1ccc(NC(=O)/C(Cl)=C(/Cl)S(=O)Cc2ccc(C)cc2)cn1 (stereo unspecified) | . | -11.3 | 53.3*
Cc1c(NC(=O)CCCN2C(=O)c3cccc4cccc(c34)C2=O)c(=O)n(-c2ccccc2)n1C | 2.4 | -2.9 | -4.1

Next section
SMILES	MsrA inh	TbMetRS inhib	MLLE-PAM2 inh	E coli Lon inh	FAS-TE inh	bovine MsrA act	CendR NRP1 mod	SKN-1 inh	MT1-MMP act inh
O=C(c1ccc(CNS(=O)(=O)c2ccc(F)cc2)cc1)N1CCCCCC1	-0.9	0.5	20.4	-4.8	-1.1	-1.6	-0.7	-2.8	0.5
COc1cccc(/C=N/Nc2nc(N3CCCC3)nc(N3CCCC3)n2)c1O	-0.8	-0.1	6.6	1.9	22.9	0.9	10.5	20.4	3.5
C=C1CCN([C@@H](CC(C)C)C(=O)O)S(=O)(=O)c2ccccc21	-0.4	-0.3	-36.0	-0.3	-14.8	-0.8	25.3*	12.2	1.7
Cc1nnc(N2CCCC(C(=O)NCc3ccc(OC(C)C)cc3)C2)c2nn(-c3ccccc3)c(C)c12 (stereo unspecified)	0.8	-0.9	-39.3	-18.1	0.7	-4.1	-76.8	-12.3	-15.4
Cc1cc(C)c2nc(N3C(=O)C(O)=C(C(=O)c4ccco4)C3c3ccco3)sc2c1 (stereo unspecified)	0.4	-0.1	3.8	-1.6	13.9	-4.5	-90.4	12.5	2.3
OC[C@H]1O[C@@H](c2nc(-c3ccc4[nH]ccc4c3)no2)[C@H](O)[C@@H](O)[C@H]1O	-1.8	0.1	0.7	10.5	-3.2	-0.4	5.2	-4.9	0.9
Oc1ccccc1C=Nc1cccc2ccccc12	1.6	-0.3	-5.5	2.0	-1.3	-1.3	3.9	9.9	5.4
Cn1c(-c2ccc(F)cc2)cnc1NCc1cccc([N+](=O)[O-])c1	-0.7	0.0	-0.1	-3.4	76.3*	-5.9	3.1	-1.3	0.9
C=CCc1c(OC)ccc2c1c(S(=O)(=O)c1ccc(C)cc1)cn2COC	2.1	-0.7	6.8	-5.7	18.3	-1.2	-1.5	-6.1	0.2
CCOc1ccc2[nH]c(=O)c(CN(Cc3ccccc3)C(=O)N3CCCC3)cc2c1	-0.6	-0.6	11.0	-12.3	-5.1	-3.1	11.5	-13.9	-9.5
Cc1ccc(CN2C(=O)c3ccccc3NC2c2cc(Br)ccc2O)cc1 (stereo unspecified)	1.1	2.0	2.0	3.2	1.5	-2.1	5.5	-3.4	2.2
C=CCOc1ccn(C)c(=O)n1	0.1	0.4	-11.7	-5.8	-6.8	-0.1	6.2	18.9	3.5
Cc1cc(NS(=O)(=O)c2ccc(NC(=O)/C=C/c3ccccc3)cc2)no1	1.6	0.1	-0.5	2.1	-6.6	-8.0	-4.5	-8.7	2.6
CCCOc1ccc(S(=O)(=O)N2CCCC2)cc1[N+](=O)[O-]	2.0	0.3	8.4	-11.8	-2.4	-5.4	-5.3	-12.6	-0.6
CSc1ccc(/C=C(\NC(=O)c2ccccc2)C(=O)NN)cc1	1.2	0.1	-61.6	-14.8	-4.5	-4.8	-14.1	13.5	1.5
c1ccc2c(-c3nc(C4CCCCC4)no3)cc(-c3ccncc3)nc2c1	.	-0.6	-2.7	-8.8	13.0	-9.7	0.1	-20.3	-15.1
CCOC(=O)C1=CCN(S(=O)(=O)c2ccccc2F)C1c1cccc(Br)c1 (stereo unspecified)	-0.1	-1.1	-13.8	10.2	17.6	0.1	5.6	2.5	-0.1
COc1ccc(C(=O)NCCc2c[nH]c3ccccc23)cc1S(=O)(=O)N1CCCCC1C (stereo unspecified)	1.1	-0.3	-24.2	-9.6	4.3	-4.5	-0.9	6.2	-3.3
COCCCN1C(=O)C(CC(=O)NCCN2CCOCC2)CC(C(=O)N2CCCCCC2)=C1C (stereo unspecified)	-1.1	-0.3	.	-12.5	-3.6	-2.0	9.8	8.6	2.9
C=CCn1c(SCC(=O)Nc2ccc(N(C)C)cc2)nnc1-c1cccc(C)c1	-0.9	-1.1	-44.7	-5.3	-3.3	-6.1	7.5	14.0	0.0
CCn1c(Sc2nc(C)nc3scc(-c4cccs4)c23)n[nH]c1=O	10.2*	-0.9	-3.5	-0.6	-2.6	-6.6	-2.1	-22.9	-2.1
CCc1cc(=O)oc2cc(C)c3c(C)coc3c12	-1.3	0.4	4.8	6.1	-2.3	2.6	5.0	0.4	0.2
CCCSc1nc(O)c(C2OC(=O)c3c2ccc(OC)c3OC)c(=O)n1-c1ccccc1 (stereo unspecified)	1.0	-0.6	4.6	-4.8	-2.7	-3.7	-16.0	-10.1	5.2
NS(=O)(=O)c1ccc(CCNC(=O)c2cnc(Cl)c(Cl)c2)cc1	-0.1	-0.4	-5.2	-8.5	-3.5	1.2	5.4	-2.9	-2.1
O=C(COc1coc(CN2CCCc3ccccc32)cc1=O)Nc1cccc([N+](=O)[O-])c1	1.9	-0.2	-1.6	-84.5	5.7	-4.0	-7.9	-10.4	-2.0
SMILES	MsrA inh	TbMetRS inhib	MLLE-PAM2 inh	E coli Lon inh	FAS-TE inh	bovine MsrA act	CendR NRP1 mod	SKN-1 inh	MT1-MMP act inh
Cc1ccc(CNC(=O)C2CCN(c3nc(C)cc(C)n3)CC2)cc1	-0.1	0.3	11.0	1.9	-4.4	-2.5	-2.6	-5.2	-4.1
O=C(NCCNC(=O)c1cnccn1)c1cccc(Cl)c1	-1.1	-0.6	-3.0	6.2	-2.9	-2.5	0.2	10.4	-1.8
O=C(CCl)N1CCN2C(=O)c3ccccc3C12c1ccc(Cl)cc1 (stereo unspecified)	-1.2	-0.2	-17.1	10.3	15.7	-1.7	-6.6	0.7	-3.4
CC(C)(C)OC(=O)N/N=C\C=C\c1ccc2c(c1)OCO2	5.1*	0.0	-1.6	-5.5	-3.6	-4.4	7.1	14.2	4.3
COc1ccc(CNC(=O)c2c(C)oc3c2C(=O)c2ccccc2C3=O)cc1	7.6*	0.1	8.3	8.1	27.3	7.9*	-11.2	-12.0	-0.9
CCC(=O)NC(c1ccc([N+](=O)[O-])cc1)c1c(O)ccc2ccccc12 (stereo unspecified)	0.8	1.0	-1.8	-1.0	20.0	-2.6	-3.9	7.8	-1.6
CC(/C=N/NC(=O)c1cc(C2CC2)[nH]n1)=C\c1ccccc1	1.9	0.0	-3.5	5.0	0.4	-4.0	-11.9	12.0	3.1
COc1ccc(-c2nnc(SCC(=O)Nc3nncs3)o2)cc1	0.5	-0.6	-90.5	1.8	-2.1	-3.0	-2.8	2.7	5.9
CN(C)C(=S)Nc1ccc2c(c1)OCCO2	-0.4	0.6	-66.0	4.0	-9.5	-4.1	-8.0	-6.9	-2.5
COc1ccc(N2CC(C(=O)Nc3nnc(SCc4ccccn4)s3)CC2=O)cc1 (stereo unspecified)	-0.4	-1.0	-32.8	-1.1	-10.8	-3.7	-9.7	-2.3	12.4
CC(=O)N1CCN(c2ccc(N)cc2)CC1	0.9	0.0	-2.3	6.8	-13.8	-0.2	20.1	13.7	12.1
